# Screening results (PubChem BioAssay)
# IDH1 mut inh: inhibitors of human IDH1 R132H | hit rate 0.18% among 70,000 | O75874 | AID 624101 | inhibition, % at 10 µM | IDH1 R132H reductase, diaphorase/resazurin fluorescence, 60 min; in the data active = inhibition above about 34%;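 note: 0% = DMSO and 100% = no enzyme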
# EZH2 inh: EZH2 (human) methyltransferase inhibition. PRC2 H3K27 methylation, DELFIA TRF, 1 h. Q15910. hit rate 0.35% among 57,000. inhibition, % at 12.5 µM;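 active = mean inhibition of replicates at least 50% and every single replicate also reaching 50%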;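 note: dimethyl H3K27 on biotinylated H3 21-44 peptide detected by antibody; plate controls were median neutral control wells for no effect and median positive control wells for full effect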
# Target sequence (Q15910 whole entry, looked up): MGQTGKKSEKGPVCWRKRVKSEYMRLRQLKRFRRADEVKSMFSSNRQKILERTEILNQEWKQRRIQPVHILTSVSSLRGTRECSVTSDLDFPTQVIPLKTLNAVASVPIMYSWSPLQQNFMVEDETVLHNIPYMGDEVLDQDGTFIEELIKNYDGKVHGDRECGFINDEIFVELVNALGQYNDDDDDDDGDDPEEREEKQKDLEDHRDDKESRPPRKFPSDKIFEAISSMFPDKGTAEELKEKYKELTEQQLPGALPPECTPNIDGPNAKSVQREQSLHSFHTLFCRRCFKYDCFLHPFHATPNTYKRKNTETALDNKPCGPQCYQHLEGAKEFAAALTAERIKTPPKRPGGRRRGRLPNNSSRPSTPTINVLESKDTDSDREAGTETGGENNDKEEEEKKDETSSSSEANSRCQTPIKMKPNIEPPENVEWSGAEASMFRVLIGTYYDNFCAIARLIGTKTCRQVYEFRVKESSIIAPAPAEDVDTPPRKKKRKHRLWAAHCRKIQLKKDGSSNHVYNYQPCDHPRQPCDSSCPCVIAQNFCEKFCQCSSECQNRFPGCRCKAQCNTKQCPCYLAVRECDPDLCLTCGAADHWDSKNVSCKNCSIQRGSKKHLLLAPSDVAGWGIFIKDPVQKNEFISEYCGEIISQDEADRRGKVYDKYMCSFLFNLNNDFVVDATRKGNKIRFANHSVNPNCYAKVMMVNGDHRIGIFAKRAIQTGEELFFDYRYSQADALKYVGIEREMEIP
# An asterisk follows results filed as active; / = no result given. Only part of the results is shown; rates above refer to the full screens.
SMILES,IDH1 mut inh,EZH2 inh
O=c1c2ccccc2cnn1Cc1n[nH]c(=S)n1-c1ccc(F)c(Cl)c1,0.5,2
CC(C)NC(=O)Nc1ccc2c(c1)C(=O)N([C@H](C)CO)C[C@@H](C)[C@H](CN(C)S(=O)(=O)c1ccc(F)cc1)O2,1.1,-9
COc1ccc(NC(=O)N(C)C[C@@H]2Oc3ccc(NS(=O)(=O)c4ccc(F)cc4)cc3CC(=O)N([C@@H](C)CO)C[C@H]2C)cc1,-0.6,/
CCCNC(=O)Nc1ccc2c(c1)C(=O)N(C)C[C@@H](OC)[C@H](C)CN(CC1CCCC1)[C@@H](C)CO2,-0.2,-11
O=C(c1ccccc1NS(=O)(=O)c1cccc([N+](=O)[O-])c1)N1CCOCC1,0.2,9
COc1ccc(CN(C)C[C@H]2Oc3ccc(NC(=O)NC(C)C)cc3C(=O)N([C@@H](C)CO)C[C@H]2C)cc1,1.4,-6
CN(C)CC(=O)Nc1ccc2c(c1)[C@@H]1C[C@@H](CC(=O)NCCN3CCCCC3)O[C@H](CO)[C@@H]1O2,0.1,-7
C[C@@H]1CN([C@@H](C)CO)C(=O)c2cccc(NC(=O)c3nc4ccccc4s3)c2O[C@@H]1CN(C)S(=O)(=O)c1ccc(Cl)cc1,3.2,/
C=CCOC(=O)[C@]12O[C@@]3(COC[C@H](c4ccccc4)N3C1=O)[C@H]1C(=O)N(c3ccccc3)C(=O)[C@H]12,/,6
C[C@H]1CN([C@@H](C)CO)S(=O)(=O)c2ccc(C#CC3CC3)cc2O[C@@H]1CN(C)C(=O)C1CCC1,/,-5
COCC#Cc1cnc2c(c1)C(=O)N([C@H](C)CO)C[C@H](C)[C@@H](CN(C)C(=O)CCN1CCCCC1)O2,0.1,10
C[C@@H]1CCCCO[C@H](CN(C)C(=O)CCC(F)(F)F)[C@@H](C)CN([C@H](C)CO)C(=O)c2cc(NS(=O)(=O)c3cccs3)ccc2O1,2.8,/

# Reprinted at random: 5 compounds from above.
SMILES,IDH1 mut inh,EZH2 inh
C[C@@H]1CN([C@@H](C)CO)C(=O)c2cccc(NC(=O)c3nc4ccccc4s3)c2O[C@@H]1CN(C)S(=O)(=O)c1ccc(Cl)cc1,3.2,/
CC(C)NC(=O)Nc1ccc2c(c1)C(=O)N([C@H](C)CO)C[C@@H](C)[C@H](CN(C)S(=O)(=O)c1ccc(F)cc1)O2,1.1,-9
C[C@@H]1CCCCO[C@H](CN(C)C(=O)CCC(F)(F)F)[C@@H](C)CN([C@H](C)CO)C(=O)c2cc(NS(=O)(=O)c3cccs3)ccc2O1,2.8,/
O=c1c2ccccc2cnn1Cc1n[nH]c(=S)n1-c1ccc(F)c(Cl)c1,0.5,2
C[C@H]1CN([C@@H](C)CO)S(=O)(=O)c2ccc(C#CC3CC3)cc2O[C@@H]1CN(C)C(=O)C1CCC1,/,-5

# Additional results.
SMILES,IDH1 mut inh,EZH2 inh
CO[C@H]1CN(C)C(=O)c2cc(NC(=O)NC(C)C)ccc2OC[C@@H](C)N(C)C[C@H]1C,-0.5,4
C[C@@H]1CCCCO[C@H](CN(C)C(=O)Cc2ccccc2)[C@H](C)CN([C@@H](C)CO)C(=O)c2cc(NC(=O)NC3CCCCC3)ccc2O1,0.1,/
C[C@@H]1CN([C@@H](C)CO)C(=O)c2cc(NC(=O)NC3CCCCC3)ccc2O[C@@H](C)CCCCO[C@@H]1CN(C)C(=O)c1ccncc1,1.3,/
C[C@H](NC(=O)C[C@H]1C[C@H]2c3cc(NC(=O)C4CCC4)ccc3O[C@H]2[C@@H](CO)O1)c1ccccc1,-0.2,7
COc1ccccc1CN1CCN(Cc2cccnc2)CC1,0.8,/
C[C@@H]1CN([C@H](C)CO)C(=O)c2cc(-c3cncnc3)cnc2O[C@H]1CN(C)Cc1ccc(F)cc1,0.7,/
Cc1ccccc1-c1cnc2c(c1)C(=O)N([C@@H](C)CO)C[C@H](C)[C@@H](CN(C)Cc1ccncc1)O2,3.6,-1
Cc1ccc2nc(-c3cccnc3)cc(C(=O)NCc3cnn(C)c3)c2c1,-0.1,4
C[C@@H]1CN([C@@H](C)CO)S(=O)(=O)c2ccc(C#Cc3ccccc3F)cc2O[C@H]1CN(C)C(=O)Cc1cccnc1,5.0,/
O=C(CC1(O)C(=O)N(Cc2ccc(Cl)cc2)c2ccc(Cl)cc21)c1ccco1 (stereo not given),0.2,-6
O=C(N/N=C/c1ccccn1)c1ccccn1,/,28
CCOC(=O)c1c(-c2ccc(C)cc2)csc1NC(=O)C1COc2ccccc2O1 (stereo not given),0.3,4
CCn1c(SCC(=O)Nc2ccc(C)cc2)nnc1-c1ccc(N)cc1,-0.3,1
C[C@@H]1CCCCO[C@@H](CN(C)C(=O)Cc2ccccc2)[C@@H](C)CN([C@@H](C)CO)C(=O)c2cc(N(C)C)ccc2O1,-0.5,-3
C[C@H]1CN([C@@H](C)CO)C(=O)Cc2cc(NC(=O)c3ccncc3)ccc2O[C@@H]1CN(C)Cc1ccc2c(c1)OCO2,-0.3,-2
C[C@H]1CN([C@@H](C)CO)C(=O)c2cccc(NS(=O)(=O)c3ccc(F)cc3)c2O[C@H]1CN(C)Cc1ccncc1,/,1
C[C@H](CO)N1C[C@H](C)[C@H](CN(C)C(=O)C2CC2)Oc2ncc(C#CCc3ccccc3)cc2C1=O,-0.4,-3
Cc1noc(C)c1NC(=O)N(C)C[C@@H]1Oc2ccc(NC(=O)CCN3CCOCC3)cc2CC(=O)N([C@H](C)CO)C[C@H]1C,2.2,/
C[C@@H]1CCCCO[C@@H](CN(C)CC2CCCCC2)[C@@H](C)CN([C@H](C)CO)C(=O)c2cc(NC(=O)CCCCCC(=O)Nc3ccccc3N)ccc2O1,/,-10
CC(C)NC(=O)N(C)C[C@H]1Oc2ncc(C#CCC3CCCC3)cc2C(=O)N([C@@H](C)CO)C[C@@H]1C,-2.4,-16
C[C@H](CO)N1C[C@H](C)[C@H](CN(C)C(=O)NC2CCCCC2)Oc2ccc(NS(=O)(=O)c3cn(C)cn3)cc2C1=O,0.0,/
COc1ccc(NC(=O)Nc2cccc3c2O[C@@H](CN(C)C(=O)NC(C)C)[C@H](C)CN([C@H](C)CO)C3=O)cc1,/,6
C/C=C(\C)C(=O)O[C@@H]1C(C)=C2[C@H]3OC(=O)[C@](C)(O)[C@]3(O)[C@H](OC(=O)C(C)CC)C[C@@](C)(OC(C)=O)[C@@H]2[C@H]1OC(=O)CCCCCCC (stereo not given in full),0.4,/
Cc1ccc(-c2cnc3c(c2)C(=O)N([C@H](C)CO)C[C@@H](C)[C@@H](CN(C)C(=O)c2ccncc2)O3)cc1,0.2,/

# Compound profiles (already shown):
# Record of C[C@H](CO)N1C[C@H](C)[C@H](CN(C)C(=O)C2CC2)Oc2ncc(C#CCc3ccccc3)cc2C1=O : IDH1 mut inh = -0.4; EZH2 inh = -3
# Record of C[C@H](CO)N1C[C@H](C)[C@H](CN(C)C(=O)NC2CCCCC2)Oc2ccc(NS(=O)(=O)c3cn(C)cn3)cc2C1=O : IDH1 mut inh = 0.0; EZH2 inh = /

# The list continues:
SMILES,IDH1 mut inh,EZH2 inh
COCC#Cc1ccc2c(c1)O[C@@H](CN(C)C(=O)CC1CC1)[C@@H](C)CN([C@H](C)CO)S2(=O)=O,0.4,-22
COc1ccc(-n2c(SCC(=O)Nc3ccc(C)cc3)nc3sc4c(c3c2=O)CCCC4)cc1,0.5,2
CC(=O)N(C)C[C@H]1Oc2ncc(C#Cc3ccc(F)cc3)cc2C(=O)N([C@H](C)CO)C[C@@H]1C,0.4,9
C[C@@H]1CN([C@H](C)CO)S(=O)(=O)c2ccc(C#Cc3ccncc3)cc2O[C@H]1CN(C)C(=O)Nc1ccc2c(c1)OCO2,/,6
C[C@H](CO)N1C[C@H](C)[C@H](CN(C)Cc2ccc(C(F)(F)F)cc2)Oc2ccc(NC(=O)Nc3ccc(C(F)(F)F)cc3)cc2CC1=O,-6.6,/
C[C@H]1CN([C@@H](C)CO)C(=O)c2cccc(NS(=O)(=O)c3ccccc3)c2O[C@@H]1CN(C)Cc1ccncc1,3.2,9
Cc1ccc(S(=O)(=O)NCC[C@H]2CC[C@@H](NC(=O)c3cccc(F)c3)[C@@H](CO)O2)cc1,0.9,-1
C[C@@H]1CN([C@H](C)CO)C(=O)CCCn2cc(nn2)CO[C@@H]1CN(C)Cc1ccc(-c2ccccc2)cc1,-0.8,4
CCCNC(=O)N(C)C[C@H]1Oc2ncc(C#CCC3CCCC3)cc2C(=O)N([C@@H](C)CO)C[C@H]1C,/,-13
O=C(C[C@H]1C[C@H]2c3cc(NS(=O)(=O)c4ccccc4)ccc3O[C@H]2[C@H](CO)O1)N1CCOCC1,-1.5,7
COc1ccc(S(=O)(=O)Nc2ccc3c(c2)C(=O)N([C@@H](C)CO)C[C@H](C)[C@H](CN(C)C(=O)CCCN(C)C)OCCCC[C@H](C)O3)cc1,2.0,/
C/C=C/c1cnc2c(c1)C(=O)N([C@H](C)CO)C[C@H](C)[C@H](CN(C)S(=O)(=O)c1cn(C)cn1)O2,-0.1,7
Cc1ccc(-c2cnc3c(c2)C(=O)N([C@@H](C)CO)C[C@H](C)[C@H](CN(C)C(=O)Cc2ccncc2)O3)cc1,4.7,-3
COc1ccc(S(=O)(=O)N[C@H]2CC[C@@H](CC(=O)N3CCN(c4ccccc4)CC3)O[C@@H]2CO)cc1,-0.3,-5
C[C@H]1CN([C@@H](C)CO)C(=O)Cc2cc(NS(=O)(=O)c3ccc(F)cc3)ccc2O[C@H]1CN(C)S(=O)(=O)c1cn(C)cn1,-3.2,/
COc1ccccc1CN1C(=O)c2ccccc2[C@@]2(Cc3ccccc3N(C(C)C)C2=O)[C@@H]1c1ccc(CO)cc1,-0.6,0
CO[C@H]1CN(C)C(=O)c2ccc(NC(=O)c3ccc(F)cc3)cc2OC[C@@H](C)NC[C@H]1C,0.1,-9
Cc1noc(C)c1S(=O)(=O)N(C)C[C@@H]1Oc2ccc(NC(=O)Nc3ccccc3)cc2CC(=O)N([C@@H](C)CO)C[C@H]1C,-2.1,/
C[C@@H]1CN([C@@H](C)CO)C(=O)Cc2cc(NS(=O)(=O)c3ccccc3)ccc2O[C@H]1CN(C)S(=O)(=O)c1ccc(Cl)cc1,0.8,/
CNC[C@H]1Oc2ccc(NS(=O)(=O)c3cn(C)cn3)cc2CC(=O)N([C@@H](C)CO)C[C@@H]1C,0.9,3
CCCNC(=O)N(C)C[C@H]1Oc2ncc(C3=CCCC3)cc2C(=O)N([C@H](C)CO)C[C@H]1C,-5.3,12
Cc1ccc(S(=O)(=O)N(C)C[C@H]2OCCCC[C@H](C)Oc3ccc(NC(=O)Nc4ccccc4)cc3C(=O)N([C@@H](C)CO)C[C@@H]2C)cc1,1.2,/
O=C(C[C@H]1C[C@H]2c3cc(NC(=O)C4CCOCC4)ccc3O[C@H]2[C@H](CO)O1)NCc1ccc2c(c1)OCO2,0.1,-2
C[C@@H](NC(=O)C[C@@H]1C=C[C@H](NC(=O)Nc2ccc3c(c2)OCO3)[C@@H](CO)O1)c1ccccc1,-0.1,-1
O=C(C[C@@H]1C[C@H]2c3cc(NC(=O)Nc4ccc(C(F)(F)F)cc4)ccc3O[C@H]2[C@H](CO)O1)NCc1cccnc1,1.0,-13
CNC[C@H]1Oc2c(NC(=O)Nc3c(C)noc3C)cccc2C(=O)N([C@@H](C)CO)C[C@@H]1C,3.0,-10
CO[C@H]1CN(C)C(=O)c2ccc(NC(C)=O)cc2OC[C@@H](C)N(C(=O)c2ccc(F)cc2)C[C@@H]1C,0.0,4
COCC#Cc1ccc2c(c1)O[C@H](CN(C)Cc1cccnc1)[C@H](C)CN([C@H](C)CO)S2(=O)=O,0.3,/
CC(C)NC(=O)Nc1cccc2c1O[C@H](CN(C)C(=O)Nc1ccc(C(F)(F)F)cc1)[C@H](C)CN([C@H](C)CO)C2=O,/,8
O=C(NCC[C@H]1CC[C@H](NC(=O)c2cccnc2)[C@@H](CO)O1)Nc1ccc(C(F)(F)F)cc1,0.0,-6
CO[C@H]1CN(C)C(=O)c2ccc(NC(=O)c3cnccn3)cc2OC[C@H](C)N(C(=O)C2CC2)C[C@@H]1C,0.5,-4
COc1ccc(S(=O)(=O)Nc2ccc3c(c2)C(=O)N([C@H](C)CO)C[C@@H](C)[C@@H](CN(C)Cc2ccc(C(=O)O)cc2)O3)cc1,11,/
Cc1ccc(S(=O)(=O)Nc2ccc3c(c2)C(=O)N([C@H](C)CO)C[C@H](C)[C@H](CN(C)Cc2ccc4c(c2)OCO4)OCCCC[C@H](C)O3)cc1,-0.8,/
COCC#Cc1cnc2c(c1)C(=O)N([C@@H](C)CO)C[C@@H](C)[C@@H](CN(C)Cc1ccc(-c3ccccc3)cc1)O2,/,-7
C[C@H](CO)N1C[C@H](C)[C@@H](CN(C)C(=O)NC2CCCCC2)Oc2ccc(NS(=O)(=O)c3cn(C)cn3)cc2CC1=O,-0.3,/
Cc1cc(C)c2nc(-c3cccnc3)cc(C(=O)NC(C)c3cnn(C)c3C)c2c1 (stereo not given),0.3,3
C[C@H]1CN([C@@H](C)CO)C(=O)c2cc(NS(C)(=O)=O)ccc2O[C@H]1CN(C)S(=O)(=O)c1cn(C)cn1,-3.1,/
C[C@@H]1CN([C@@H](C)CO)C(=O)Cc2cc(NC(=O)C3CCCCC3)ccc2O[C@@H]1CN(C)C(=O)Nc1ccc(F)cc1,/,1
O=C(CN1CCOCC1)NCC[C@H]1CC[C@H](NS(=O)(=O)c2ccc(Cl)cc2)[C@H](CO)O1,0.1,-5
CCC(=O)Nc1ccc2c(c1)OC[C@H](C)N(CC1CCOCC1)C[C@H](C)[C@H](OC)CN(C)C2=O,2.4,9
Cc1ccc(-n2c(SCC(=O)N3CCOCC3)nnc2-c2ccncc2)cc1,-0.4,-4
